GluA2 TARP mod – GluA2-stargazin AMPA receptor complex modulation | O88602+P19491 | HEK293 GluA2+stargazin, membrane potential dye (FDSS), glutamate EC50; hits were called plate by plate, in both directions | calls only at 30 µM | 3.5% of 40,000 active | AID 1259245;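 active = any of four per-well response measures lying three or more SD from its plate-wide compound average, in either direction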
Target sequence (O88602 whole entry, looked up): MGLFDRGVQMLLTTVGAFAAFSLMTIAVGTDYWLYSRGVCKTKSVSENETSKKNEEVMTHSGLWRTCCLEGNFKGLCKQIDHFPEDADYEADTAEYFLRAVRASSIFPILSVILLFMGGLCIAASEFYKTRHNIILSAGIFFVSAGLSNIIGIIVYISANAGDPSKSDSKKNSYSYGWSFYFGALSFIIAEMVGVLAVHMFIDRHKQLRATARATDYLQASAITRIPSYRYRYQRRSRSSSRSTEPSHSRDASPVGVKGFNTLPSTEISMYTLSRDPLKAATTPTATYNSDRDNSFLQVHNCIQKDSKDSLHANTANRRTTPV
Target sequence (P19491 whole entry, looked up): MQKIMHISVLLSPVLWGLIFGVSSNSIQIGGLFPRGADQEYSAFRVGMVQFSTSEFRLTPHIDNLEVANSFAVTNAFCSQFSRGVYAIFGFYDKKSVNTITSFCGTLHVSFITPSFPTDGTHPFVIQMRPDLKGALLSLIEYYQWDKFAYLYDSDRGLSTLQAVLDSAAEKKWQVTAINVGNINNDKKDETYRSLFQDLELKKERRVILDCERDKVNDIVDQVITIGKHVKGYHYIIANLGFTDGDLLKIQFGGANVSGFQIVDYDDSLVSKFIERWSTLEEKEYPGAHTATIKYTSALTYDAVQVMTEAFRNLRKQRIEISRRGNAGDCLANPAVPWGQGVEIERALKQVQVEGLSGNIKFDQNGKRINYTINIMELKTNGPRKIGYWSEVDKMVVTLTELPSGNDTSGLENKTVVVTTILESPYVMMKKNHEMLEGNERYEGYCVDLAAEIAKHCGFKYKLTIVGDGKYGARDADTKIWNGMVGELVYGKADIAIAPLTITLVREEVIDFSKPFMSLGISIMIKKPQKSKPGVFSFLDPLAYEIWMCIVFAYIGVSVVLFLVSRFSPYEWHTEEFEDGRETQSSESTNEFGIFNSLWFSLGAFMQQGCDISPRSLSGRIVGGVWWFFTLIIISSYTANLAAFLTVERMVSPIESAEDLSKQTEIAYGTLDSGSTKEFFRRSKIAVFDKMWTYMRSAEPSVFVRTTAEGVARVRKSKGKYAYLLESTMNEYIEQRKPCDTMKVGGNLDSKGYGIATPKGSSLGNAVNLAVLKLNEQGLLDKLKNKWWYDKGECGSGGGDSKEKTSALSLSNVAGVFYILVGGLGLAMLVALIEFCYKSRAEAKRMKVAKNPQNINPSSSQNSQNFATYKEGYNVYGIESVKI
GluA2 TARP mod agonism max-min – second read-out of GluA2 TARP mod, no call of its own (marks repeat the call); compound max-min signal; compound-alone response (agonism);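 unitless range of fluorescence divided by baseline over first 100 seconds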
GluA2 TARP mod glutamate slope – also measured in GluA2 TARP mod; calls as there; glutamate slope, % of max; measured here: glutamate response slope, % max;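 scaled per plate between vehicle wells and maximal 1 mM glutamate control wells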
Numbers without * were called inactive; i = inactive; + = active, no number; & = joins results of further samples. This is a subset, so the mix of outcomes need not match the whole.

nr	GluA2 TARP mod	GluA2 TARP mod glutamate slope	GluA2 TARP mod agonism max-min	smiles
1	i	45	0.033	Cc1c(Cl)cccc1N1CCCn2c1nc1c2c(=O)n(CC(N)=O)c(=O)n1C
2	i	88	0.07	CCCCOc1ccccc1NC(=O)c1ccc(C)c(C)c1
3	i	30	0.071	O=C(C1CCCCC1)N1CCN(S(=O)(=O)c2ccc(F)cc2)CC1
4	i	48	0.14	COc1ccc(CCNC(=O)N2CCN(Cc3nc(-c4cccs4)cs3)CC2)cc1
5	i	43	0.063	COc1ccc(CCNC(=O)CN2CCN(c3ncnc4c3nnn4C)CC2)cc1OC
6	i	25	0.054	O=C(Cn1ncccc1=O)N1CCN(c2ccc(-c3ccco3)nn2)CC1
7	i	62	0.1	CC(=O)Nc1ccc(NC(=O)CN2C(=O)c3ccccc3S2(=O)=O)cc1
8	i	57	0.062	CC(NC(=O)C(=O)Nc1c2c(nn1-c1ccccc1)CS(=O)(=O)C2)c1ccccc1 (stereo not drawn)
9	i	54	0.047	COC(=O)COc1ccc2c(=O)c(-c3ccccc3)coc2c1
10	i	59	0.093	Cc1cc(C)c(S(=O)(=O)N2CCC3(CC2)C(=O)N(C)C(=O)N3C)c(C)c1
11	i	80	0.074	CCCCOc1ccccc1NC(=O)Oc1ccccc1
12	i	54	0.046	CCOc1cc(/C=C2/SC(=S)N(c3cccc(F)c3)C2=O)ccc1O

Filtered by structure, those above containing a halogen
nr	GluA2 TARP mod	GluA2 TARP mod glutamate slope	GluA2 TARP mod agonism max-min	smiles
1	i	45	0.033	Cc1c(Cl)cccc1N1CCCn2c1nc1c2c(=O)n(CC(N)=O)c(=O)n1C
3	i	30	0.071	O=C(C1CCCCC1)N1CCN(S(=O)(=O)c2ccc(F)cc2)CC1
12	i	54	0.046	CCOc1cc(/C=C2/SC(=S)N(c3cccc(F)c3)C2=O)ccc1O

Other structures.
nr	GluA2 TARP mod	GluA2 TARP mod glutamate slope	GluA2 TARP mod agonism max-min	smiles
13	i	65	0.1	CNS(=O)(=O)c1ccc(C(=O)N(C)c2ccccc2)o1
14	i	45	0.041	COc1ccc(CCS(=O)(=O)NCC2CCN(C(=O)c3cc4ccccc4o3)CC2)cc1
15	i	55	0.051	CCOc1ccc2c(=O)c(-c3ccc(OC)cc3)c(C)oc2c1
16	i	63	0.12	COC(=O)c1ccc(NC(=O)c2ccc(S(=O)(=O)NC3CC3)o2)cc1
17	i	55	0.074	CCc1ccccc1NC(=O)Cn1c(COc2ccccc2OC)nc2ccccc21
18	i	30	0.031	COc1ccc(NC(=O)Nc2ccc3c(c2)CCCN3C(=O)c2ccccc2)cc1OC
19	i	49	0.062	CCc1ccc(N2C(=O)N(CC(=O)N3CCOc4ccc(C)cc43)C3CS(=O)(=O)CC32)cc1 (stereo not drawn)
20	i	69	0.092	COCCN1CCC(CNC(=O)c2cccc(C(F)(F)F)c2)CC1
21	i	58	0.034	CCCOc1ccc(N2CCN(C(=O)c3ccc(OC(C)C)cc3)CC2)nn1
22	i	41	0.088	O=C(Cn1cnc(-c2ccccc2)cc1=O)NCC1CCCO1 (stereo not drawn)
23	i	48	0.075	COc1ccccc1C(=O)Nc1ccc(Nc2cc(-n3cccn3)nc(C)n2)cc1
24	i	63	0.15	O=C(NCCc1ccc(F)cc1)c1ccc(Cl)c(N2C(=O)CCS2(=O)=O)c1

Arranged by count of non-hydrogen atoms (low to high): four of the compounds above
nr	GluA2 TARP mod	GluA2 TARP mod glutamate slope	GluA2 TARP mod agonism max-min	smiles
22	i	41	0.088	O=C(Cn1cnc(-c2ccccc2)cc1=O)NCC1CCCO1 (stereo not drawn)
3	i	30	0.071	O=C(C1CCCCC1)N1CCN(S(=O)(=O)c2ccc(F)cc2)CC1
24	i	63	0.15	O=C(NCCc1ccc(F)cc1)c1ccc(Cl)c(N2C(=O)CCS2(=O)=O)c1
5	i	43	0.063	COc1ccc(CCNC(=O)CN2CCN(c3ncnc4c3nnn4C)CC2)cc1OC

Next part:
nr	GluA2 TARP mod	GluA2 TARP mod glutamate slope	GluA2 TARP mod agonism max-min	smiles
25	i	101	0.08	COc1ccc(OC)c(NC(=O)Cn2nc(-c3cc(C)c(C)cc3C)ccc2=O)c1
26	i	48	0.092	O=C(NCCCn1nc(-c2ccccc2)ccc1=O)Nc1ccc(OC(F)(F)F)cc1
27	i	50	0.095	CNS(=O)(=O)c1ccc(C(=O)Nc2ccc(S(N)(=O)=O)cc2)o1
28	i	54	0.061	COc1ccc(C)c2sc(N3CCN(C(=O)CCCS(=O)(=O)c4ccccc4)CC3)nc12
29	i	61	0.16	Cc1cc(-n2c(C)nc3ccccc3c2=O)ccc1NC(=O)Nc1cccs1
30	i	-15	0.079	CCN1C(=O)C(O)(c2c[nH]c3ccccc23)c2ccccc21 (stereo not drawn)
31	i	81	0.13	CCn1c(N2CCN(CC(N)=O)CC2)nc2c1c(=O)[nH]c(=O)n2C
32	i	55	0.071	O=C(NCCN1CCC(c2cccs2)CC1)C(=O)Nc1ccccc1C(F)(F)F
33	i	60	0.06	OC(COc1cccc2ccccc12)CN1CCCCC1 (stereo not drawn)
34	i	56	0.12	O=C(Cc1csc(Nc2ccccc2)n1)NCc1ccc2c(c1)OCO2
35	i	62	0.099	COCCNC(=O)C(=O)NCC(O)c1cccn1C (stereo not drawn)
36	i	47	0.046	COc1ccc2sc(N(CCN3CCOCC3)C(=O)c3cccc(F)c3)nc2c1
37	i	49	0.081	CN1CCN(S(=O)(=O)c2ccc(C3CCCCC3)cc2)CC1
38	i	55	0.037	O=C(NCCOc1ccc(-c2ccco2)nn1)c1ccc(Br)o1
39	i	22	0.032	Cc1ccccc1NC(=O)CN1CCN(c2nccn2-c2ccccc2F)CC1
40	i	55	0.099	CCOc1ccc(CC(=O)Nc2ccc3c(c2)N(C(=O)c2ccco2)CC3)cc1
41	i	47	0.056	COc1cc(C2NC(=O)NC(C)=C2C(=O)Nc2ccccc2F)ccc1O (stereo not drawn)
42	i	62	0.1	COc1cc(-n2nnc(C(=O)Nc3ccccc3C(F)(F)F)c2N)ccc1Cl
43	i	37	0.1	Cc1cc(NC(=O)C(C)C)ccc1N1CCCCC1=O
44	i	64	0.095	O=C(C1CN(c2nc3c(F)cccc3s2)C1)N1CCN(c2ccc(C(F)(F)F)cn2)CC1
45	i	50	0.035	O=C(Nc1c2c(nn1-c1ccc(Cl)cc1)CSC2)C(=O)N1CCC(O)CC1
46	i	65	0.1	CC1(C)C2CCC(C(=O)O)(C2)C1O (stereo not drawn)
47	i	64	0.14	O=C(NCc1ccccc1)Nc1cccc(-c2nc3cccnc3s2)c1
48	i	42	0.098	CC1Cc2ccccc2N1C(=O)CN1C(=O)c2ccccc2S1(=O)=O (stereo not drawn)

In another format: results already given.
no. | SMILES | GluA2 TARP mod | GluA2 TARP mod glutamate slope | GluA2 TARP mod agonism max-min
40 | CCOc1ccc(CC(=O)Nc2ccc3c(c2)N(C(=O)c2ccco2)CC3)cc1 | i | 55 | 0.099
41 | COc1cc(C2NC(=O)NC(C)=C2C(=O)Nc2ccccc2F)ccc1O (stereo not drawn) | i | 47 | 0.056

The listing continues:
nr	GluA2 TARP mod	GluA2 TARP mod glutamate slope	GluA2 TARP mod agonism max-min	smiles
49	i	64	0.11	CCN=C1S/C(=C\c2ccc(OCC)c(OC)c2)C(=O)N1CC
50	+	36*	0.22*	COc1cc(C)c(C)cc1S(=O)(=O)NCC(O)c1ccc(C(F)(F)F)cc1 (stereo not drawn)
51	i	69	0.067	CCOc1ccc(C(C)(C)C)cc1S(=O)(=O)N1CCC(C(N)=O)CC1
52	i	47	0.045	CCN(CC)CCNC(=O)C(=O)Nc1ccc2c(c1)OCCO2
53	i	68	0.11	C#CCOCC(O)CN1CCN(CCO)CC1 (stereo not drawn)
54	i	45	0.069	Cn1c(-c2ccccc2)nn(CCNS(=O)(=O)c2ccccc2Cl)c1=O
55	i	49	0.11	COc1cccc(-c2nnc3ccc(OCCNC(=O)Cc4ccccc4OC)nn23)c1
56	i	68	0.071	Cn1ccnc1N1CCN(C(=O)c2ccccc2S(=O)(=O)C(F)F)CC1
57	i	46	0.07	COCCCNC(=O)Cc1cc(-c2ccc(F)cc2)on1
58	i	64	0.056	CC(C)S(=O)(=O)c1cccc(C(=O)Nc2nnc(-c3cccs3)o2)c1
59	i	44	0.11	CCCN1C(=O)CCc2cc(NC(=O)c3ccc(OC)c(OC)c3OC)ccc21
60	i	53	0.13	O=C(Cc1csc(-n2cccc2)n1)NCCc1cccs1
61	i	57	0.1	COc1ccc(Cl)cc1NC(=O)NCC1CCN(c2ccccn2)CC1
62	i	62	0.12	O=C(CCCn1c(=O)[nH]c2ccccc2c1=O)Nc1ccc(F)cc1
63	i	61	0.18	COc1ccc(S(=O)(=O)NCCNc2ccc(Nc3ccccn3)nn2)cc1OC
64	i	30	0.069	Cc1ccc(S(=O)(=O)c2ccc(C(=O)N3CCN(Cc4ccccc4)CC3)cn2)cc1C
65	i	47	0.084	COc1ccc(S(=O)(=O)Nc2ccc3c(c2)N(C(=O)c2ccco2)CC3)cc1Cl
66	i	52	0.12	CC(=O)c1cc(C(=O)OCC(=O)Nc2ccc3c(c2)OCCO3)c2ccccn12
67	i	28	0.06	COc1cccc(-n2nnc3c(N4CCN(C(=O)c5ccccc5)CC4)ncnc32)c1
68	i	51	0.17	O=C(Nc1ccc(OC(F)(F)F)cc1)c1ccc(S(=O)(=O)NC2CC2)o1
69	i	56	0.092	Cc1cc(C(=O)NCC(c2cn(C)c3ccccc23)N(C)C)no1 (stereo not drawn)
70	i	47	0.087	Cc1noc(C)c1S(=O)(=O)NC1(c2nc(-c3cnccn3)no2)CCCCC1
71	i	59	0.086	CCOc1ccc(NC(=O)c2oc3ccc(C)cc3c2C)cc1
72	i	39	0.065	Cc1ccc([N+](=O)[O-])cc1NC(=O)C(=O)NCC(c1ccc(F)cc1)N(C)C (stereo not drawn)
73	i	53	0.071	Cc1cc(NC(=O)c2cc(Cl)ccc2Cl)ccc1N1CCCC1=O
74	i	38	0.097	O=C(CS(=O)(=O)c1cccs1)N1CCN(c2ccc(F)cc2)CC1
75	i	31	0.032	O=C(NCCCN1CCOC(c2ccccc2)C1)c1cccs1 (stereo not drawn)
76	i	25	0.093	COc1cc(CCN2C(=O)c3cccc4cccc(c34)C2=O)c(S(=O)(=O)N2CCN(C)CC2)cc1OC
77	i	61&110	0.086&0.029	COc1ccc(OC)c(NC(=O)CN2CCc3[nH]c4ccc(F)cc4c(=O)c3C2)c1
78	i	64	0.11	Cc1ccc(NC(=O)C(=O)NCC(O)(c2ccco2)C2CC2)cc1C (stereo not drawn)
79	i	45	0.065	O=C(CSc1nc(=O)n(CCCO)c2c1CCC2)Nc1nccs1
80	i	64	0.12	CCCCn1c(SCc2nc(-c3ccccc3)oc2C)nc2ccccc2c1=O
81	i	39	0.071	Cc1cc2nc(N(Cc3ccccn3)C(=O)c3ccc(N4C(=O)CCC4=O)cc3)sc2cc1C
82	i	70	0.1	O=C1CC(c2nc3ccccc3n2Cc2ccccc2)CN1c1ccc(Cl)cc1 (stereo not drawn)
83	i	65	0.1	COc1ccc(OC)c(NC(=O)Nc2cccc(-c3cn4nc(OC)ccc4n3)c2)c1
84	i	64	0.057	COc1ccc(CCNC(=O)CSc2c(C)cnc3c2c(=O)n(C)c(=O)n3C)cc1OC
85	i	50	0.083	COC(=O)CSc1ccc(NC(=O)C2CC2)nn1
86	i	52	0.14	COC(=O)c1ccc(NC(=O)C(=O)NCc2nc(-c3ccccc3)no2)cc1
87	i	55	0.13	O=C(c1cc(C2CC2)on1)N1CCN(c2cccc(Cl)c2Cl)CC1
88	i	56	0.091	Cn1nc(C2CCCN(C(=O)c3ccccc3C(F)(F)F)C2)n(-c2ccccc2)c1=O (stereo not drawn)
89	i	60	0.12	COCCn1c(=S)[nH]c2cc(C(=O)NCCC3=CCCCC3)ccc2c1=O
90	i	60	0.12	Cc1cc(=O)[nH]c(-n2nc(C)c(CCC(=O)Nc3cccc(C(F)(F)F)c3)c2C)n1
91	i	49	0.085	COC(=O)c1ccc(NC(=O)CSc2ccc(NC(=O)C(C)C)nn2)cc1
92	i	65	0.088	O=C(CCc1csc(NC(=O)c2ccc(Cl)cc2)n1)NCc1ccc(F)cc1
93	i	48	0.12	Cn1nc(C2CCCN(C(=O)c3ccc(-n4cccc4)cc3)C2)n(-c2ccccc2)c1=O (stereo not drawn)
94	i	55	0.079	Cc1ccccc1-c1noc(CS(=O)(=O)c2ccc(CC(C)C)cc2)n1
95	i	46	0.099	CCOc1ccc(-c2csc(SCc3ccc(C(=O)NCc4ccccn4)o3)n2)cc1
96	i	51	0.052	CN(Cc1ccco1)S(=O)(=O)c1ccc(C(=O)Nc2nc3c(s2)COc2ccccc2-3)cc1
97	+	40*	0.15*	O=C(Nc1ccc(F)c(F)c1)c1sccc1S(=O)(=O)N1CCN(c2ccccc2)CC1
98	i	85	0.071	COc1ccc(F)cc1S(=O)(=O)Nc1ccc2c(c1)N(S(=O)(=O)c1ccc(F)cc1)CCC2
99	i	65	0.1	Cc1cncn(CC(=O)NC2CCCC2)c1=O
100	i	51	0.053	O=C(Nc1ccc(Cl)cn1)c1cccc(S(=O)(=O)N2CCCCCC2)c1
101	i	40	0.1	CCOC(=O)c1ccc(NC(=O)c2cc(C)nn2CC)cc1
102	i	55	0.093	COCCN(CCOC)C(=O)C1CN(C(C)=O)C1
103	i	46	0.039	Cc1cc(C(F)(F)F)nn1CC(N)=O
104	i	76	0.16	CCN1CCc2c(sc(NC(=O)c3ccc(F)cc3)c2-c2nc3ccccc3s2)C1
105	i	58	0.1	Cc1nn2c(N3CCOCC3)c3c(nc2c1-c1ccccc1)CCC3

Assay outcomes as filed in PubChem BioAssay.
